All columns: NCI-60 one-dose screen, growth in % after 48 h at 10 µM unless noted; 100 = growth as untreated, 0 = no growth, -100 = all killed.
IGROV1 – IGROV1 ovarian cancer. AID 1794786. 79,000 compounds, 4.7% hits
COLO 205 – COLO 205 colon cancer. 79,000 compounds, 7.3% hits. AID 1794742
NCI-H322M – NCI-H322M lung cancer; 80,000 compounds, 2.7% hits; AID 1794733
NCI-H226 – NCI-H226 lung cancer. 79,000 compounds, 3.5% hits
NCI-H460 – NCI-H460 lung cancer. 82,000 compounds, 6.8% hits. AID 1794736
NCI-H23 – NCI-H23 lung cancer; 80,000 compounds, 4% hits; AID 1794731
KM12 – KM12 colon cancer cells; 82,000 compounds, 5% hits; AID 1794800
NCI-H522 – NCI-H522 lung cancer; 78,000 compounds, 8% hits; AID 1794739
NCI/ADR-RES – NCI/ADR-RES ovarian cells; 81,000 compounds, 4.4% hits
Starred values were filed as active, the others as inactive; x = no result given. Rule for the calls: active = growth percent below 10; inactive = the rest.

SMILES	IGROV1	COLO 205	NCI-H322M	NCI-H226	NCI-H460	NCI-H23	KM12	NCI-H522	NCI/ADR-RES
CCOC(=O)C1=C(C(=O)c2ccc(C)cc2)C(c2ccc(Cl)cc2Cl)C(C(=O)c2ccc(C)cc2)=C(C(=O)OCC)N1	98	124	91	95	99	93	101	95	95
O=C(COc1ccc(/C=C2/C(=O)Nc3ccc(Cl)cc32)cc1)Nc1ccc(Br)cc1	-22*	2.5*	0.9*	-49*	-32*	-54*	2.5*	-35*	-34*
CCCCCCCCCCCCCCCC(=O)OC[C@@]1(O)C[C@@]23CC[C@@H]4C(C)(C)[C@H](O)CC[C@@]4(C)[C@@H]2CC[C@H]1C3	117	115	114	99	107	98	108	91	106
Cc1c(O)c(O)cc2c3c(oc12)CC(c1ccc(N(C)C)cc1)CC3=O (stereo not drawn)	59	104	99	88	100	92	102	85	102
COc1cc(-c2nn(-c3cccc(NC(=O)c4cccc(C(F)(F)F)c4)c3)cc2-c2ccncc2)ccc1Cl	34	7.1*	58	36	4.8*	25	13	-42*	2.8*
O=C(CSc1nnc(COc2cnc3ccccc3n2)o1)Nc1ccc(Cl)cc1	95	99	92	94	103	93	92	88	94
Clc1ccc(Nc2nc3ccccc3s2)cc1	91	102	90	104	89	74	76	64	63
NC(=O)/[N+]([O-])=C\c1ccc(/C=[N+](/[O-])C(N)=O)cc1	107	99	121	107	103	120	99	116	112
Cc1nc(/N=C(N)/N=C(\N)c2ccccc2)sc1C	72	84	95	88	72	89	73	84	90
Cn1nc(C(F)(F)F)c(-c2ccc(Cl)c(C(F)(F)F)c2)c1-c1ccc(OCc2ccc(Cl)cc2)cc1O	39	25	18	x	6.3*	-6.5*	8.8*	-14*	8.4*
Cc1cc2cccc3c2n1CCC3N1CCCC1=O (stereo not drawn)	104	109	95	111	114	104	104	74	108
COCCOCCOC(c1cc2c(cc1Br)OCO2)C(C)Br (stereo not drawn)	102	106	107	109	114	99	111	95	103
C/C(=N\O)c1ccc(NC(=O)CSc2nnc(-c3cc(-c4ccc(S(N)(=O)=O)cc4)nc4ccccc34)n2-c2ccccc2)cc1	63	78	87	80	67	90	65	67	99
COC(=O)[C@]12CC[C@@H](C)[C@H](C)[C@@H]1C1=CC[C@@H]3[C@@]4(C)C(C=O)=C[C@@](C)(COS(C)(=O)=O)C4[C@H](O)C[C@@]3(C)[C@]1(C)CC2 (stereo partly drawn)	-13*	-71*	-1.4*	-67*	-58*	-50*	-75*	-83*	-1.9*
COc1ccc(-c2ccc(=O)oc2-c2cc(OC)c(OC)c(OC)c2)cc1O	3.9*	13	44	43	-18*	26	1.7*	-12*	13
c1ccc(CC2(Cc3ccccc3)N=C(c3ccccc3)C(c3ccccc3)=N2)cc1	79	87	90	64	83	51	66	71	82
CCOC(=O)c1cnn2c(-c3ccc(Cl)cc3)nc(NC(C)C)nc12	71	x	79	93	104	92	95	81	87
Cc1cc(NS(=O)(=O)c2ccc(NC3=C(Cl)C(=O)c4ncccc4C3=O)cc2)no1	110	107	104	99	116	102	108	97	98
C[C@]12CC[C@H]3[C@@H](CCC4=CC(=O)CC[C@@]43C)[C@@H]1CC[C@@H]2COS(=O)(=O)c1ccc(Br)cc1	91	89	102	92	84	93	90	69	75
COc1ccc2nc(NC(=O)CSC(=S)N3CCN(Cc4ccccc4)CC3)sc2c1	99	107	105	x	120	94	109	x	102
COc1cc(NC(=O)c2cncnc2Nc2ccc3c(ccn3Cc3cccc(F)c3)c2)cc(OC)c1	51	61	84	80	46	79	35	44	42
O=C(O)CCSc1ccccc1[N+](=O)[O-]	114	104	104	97	100	94	99	103	101
CCOC1CCCC(n2cnc3c(=S)nc[nH]c32)O1 (stereo not drawn)	101	110	111	108	110	104	109	77	100
Cc1ccccc1NNc1ccccc1C	112	108	111	99	103	102	106	x	109
CN(C)c1ccc(/C=C2\C=C(c3ccccc3)N(CCc3ccccc3)C2=O)cc1	70	x	72	53	24	64	90	51	49
Cc1ccc(-c2cc(-c3ccncc3)[nH]c(=O)c2C#N)s1	106	111	96	96	108	97	96	91	101
O=C1c2cccc3cccc(c23)C(=O)N1N1C(=O)c2cccc3c(-c4ccc(F)cc4)ccc(c23)C1=O	100	111	97	109	107	102	69	102	104
O=C(Nc1ccc(N2CCN(Cc3ccccc3)CC2)cc1)c1cccs1	94	108	78	93	100	96	104	103	81
CN(C)c1ccc(C(=O)O)cc1	114	127	104	108	111	98	100	86	103
NCCSSCCN	113	105	108	96	100	109	104	94	106
COc1csc(/C=N/NC(=O)c2[nH]c3ccc(Br)cc3c2-c2ccccc2)c1	22	-80*	35	23	-5.7*	7.1*	3.5*	-49*	-35*
Nn1c(SCC(=O)Nc2ccc(Cl)cc2)nnc1-c1cc(F)c(Cl)cc1Cl	90	97	80	94	90	93	73	66	93
COc1ccc(NC(=O)C(=O)NO)c(OC)c1	101	x	94	77	97	99	95	92	94
CC(C)CN1C(=O)[C@@]2(Oc3ccccc3[C@H]3CC(c4ccc(Br)cc4)=NN32)c2ccccc21	55	91	80	82	57	77	60	74	73
C[C@H]1[C@H](C)CC[C@]2(C(=O)NCCCNCCCCNCCCN)CC[C@]3(C)C(=CC[C@@H]4[C@@]5(C)C/C(=C/c6ccco6)C(=O)C(C)(C)[C@@H]5CC[C@]43C)[C@H]12	94	106	87	99	98	104	101	95	99
CC(=O)Nc1ccc(C)cc1[N+](=O)[O-]	114	121	113	103	x	107	119	86	113
O=c1c2cccc3c(N4CCCC4)ccc(c32)c2nc3ccccc3n12	57	64	95	55	16	68	88	71	83
CC(=O)OCCC/C(=C\c1ccc2ccccc2c1)[N+](=O)[O-]	-82*	-78*	83	-23*	64	-42*	-87*	-80*	-7.3*
COC(=O)[C@H]1CCCCN=Cc2c(O)c(O)c(C(C)C)c3cc(C)c(c(O)c23)-c2c(C)cc3c(C(C)C)c(O)c(O)c(c3c2O)C=N1	104	105	102	117	103	98	97	92	94
Cc1ccc(Cc2cnc(NC(=O)/C=C/c3ccc(Cl)c(Cl)c3)s2)cc1	102	107	98	101	101	100	100	86	104
O=C(n1ccc2cc(OS(=O)(=O)c3ccccc3)ccc21)C12CC3CC(CC(C3)C1)C2	92	x	98	91	97	92	96	73	92
NC(=S)N/N=C/c1ccc2c(c1)OCO2	105	106	103	84	105	98	106	90	103
O=C(Oc1cc([N+](=O)[O-])ccc1Cl)Oc1cc([N+](=O)[O-])ccc1Cl	106	104	98	86	95	91	98	99	93
N#Cc1c(N2CCOCC2)nc(=S)[nH]c1-c1ccccc1	29	77	76	73	69	88	78	60	81
CC(C)(C)n1cc(-c2ccnc(NCCCNS(=O)(=O)c3cccc4ccccc34)n2)c(-c2ccc(F)c(O)c2)n1	92	108	86	71	76	80	67	81	84
CC1=C(NCCN2CCCC2)C(=O)c2c(OCc3ccc(C(F)(F)F)cc3)cccc2C1=O	89	82	91	91	69	90	85	100	88
Cc1noc2cccc(O)c12	108	107	97	94	104	96	103	92	100
O=S1(=O)CCC(N(Cc2ccc(F)cc2)S(=O)(=O)c2ncsc2-c2ccccc2)C1 (stereo not drawn)	103	124	102	94	108	102	98	95	100
Nc1nc(N)c2cc(Sc3ccc(Cl)cc3)ccc2n1	23	-46*	28	49	13	34	20	21	36
Nc1cc(-c2c[nH]c3ccc(F)cc23)nc2cc(-c3c[nH]c4ccc(F)cc34)nn12	95	118	94	97	32	x	41	90	93
Cc1cc(-c2cc(C)c(O)c(C)c2)cc(C)c1O	100	115	94	96	102	87	73	63	76
CCOc1cc(/C=C/C(=O)CC(=O)/C=C/c2ccc(OC(=O)CNc3nc4ccc(OC)cc4s3)c(OCC)c2)ccc1OC(=O)CNc1nc2ccc(OC)cc2s1	-27*	109	89	65	57	56	9.4*	x	82
CC1(C)CC[C@]2(C(=O)N3CCOCC3)CC[C@]3(C)C(=CC[C@@H]4[C@@]5(C)C/C(=C/c6cccnc6)C(=O)C(C)(C)[C@@H]5CC[C@]43C)[C@@H]2C1	86	99	94	95	95	88	86	85	94
C=CCC(O)[C@@]1(C)O[C@@H]1CC[C@H](C)C[C@H](CC=C)OC(C)=O (stereo partly drawn)	87	80	85	93	99	96	93	107	93
O=C1COCCN1c1ccc(Nc2nc(Nc3ccc(N4CCOCC4=O)cc3)nc(OCCCl)n2)cc1	96	108	93	99	104	97	103	76	98
CC(=O)N1N=C(c2ccc(Cl)cc2)CC1c1ccc(C)s1 (stereo not drawn)	78	104	84	103	99	80	99	x	78
CCCCCCCN=C(N)N=C(N)N	70	95	96	74	96	67	82	86	91
Cc1cnc(C(=O)NNc2nc3cc(F)ccc3n3c(C(=O)N4CC5CC(C4)N5)ccc23)cn1	40	10	35	13	9.9*	51	40	58	67
O=C(Nc1ccc(F)c(Cl)c1)c1cc(-c2ccc(F)cc2F)ccc1O	16	4.6*	2.6*	-23*	0.1*	-47*	-16*	-15*	-15*
O=C1N[C@@H](Cc2c[nH]c3cc(-n4cc(C[C@@H]5NC(=O)[C@@H]6CCCN6C5=O)c5ccccc54)ccc23)C(=O)N2CCC[C@@H]12	103	94	93	98	111	97	98	96	95

Shown with two lines to a compound: entries from further up.
Value order: IGROV1 | COLO 205 | NCI-H322M | NCI-H226 | NCI-H460 | NCI-H23 | KM12 | NCI-H522 | NCI/ADR-RES
> Cc1ccc(Cc2cnc(NC(=O)/C=C/c3ccc(Cl)c(Cl)c3)s2)cc1
→ 102 | 107 | 98 | 101 | 101 | 100 | 100 | 86 | 104
> O=C(n1ccc2cc(OS(=O)(=O)c3ccccc3)ccc21)C12CC3CC(CC(C3)C1)C2
→ 92 | x | 98 | 91 | 97 | 92 | 96 | 73 | 92

Next section.
SMILES	IGROV1	COLO 205	NCI-H322M	NCI-H226	NCI-H460	NCI-H23	KM12	NCI-H522	NCI/ADR-RES
Cc1ccc(C(=O)C2=C(O)C(=O)N(Cc3cccnc3)C2c2ccccc2F)o1 (stereo not drawn)	68	108	108	97	107	98	106	106	99
CC(=O)c1c(O)c2ccccc2oc1=O	115	110	97	92	100	97	102	97	101
Cc1ccc(NC(=O)CSc2nc3ccccc3c(=O)n2CCc2ccccc2)cc1	80	86	85	97	78	96	90	79	92
CC(CN1CCCCC1)NC(=O)c1scnc1-c1ccccc1 (stereo not drawn)	105	104	96	108	111	101	106	x	99
Cc1cc(S(=O)(=O)Nc2nn(-c3ccccc3)c(=O)[nH]2)c(SCc2ccccc2)cc1Cl	96	114	101	106	114	96	113	31	102
CCOC(=O)[C@H](Cc1ccccc1)Nc1nc(N)nc(N(C)c2ccccc2)c1C=O	91	93	83	112	99	94	98	97	100

Some of these compounds in order of molar mass, descending.
SMILES	IGROV1	COLO 205	NCI-H322M	NCI-H226	NCI-H460	NCI-H23	KM12	NCI-H522	NCI/ADR-RES
CCOc1cc(/C=C/C(=O)CC(=O)/C=C/c2ccc(OC(=O)CNc3nc4ccc(OC)cc4s3)c(OCC)c2)ccc1OC(=O)CNc1nc2ccc(OC)cc2s1	-27*	109	89	65	57	56	9.4*	x	82
O=C1N[C@@H](Cc2c[nH]c3cc(-n4cc(C[C@@H]5NC(=O)[C@@H]6CCCN6C5=O)c5ccccc54)ccc23)C(=O)N2CCC[C@@H]12	103	94	93	98	111	97	98	96	95
O=C1COCCN1c1ccc(Nc2nc(Nc3ccc(N4CCOCC4=O)cc3)nc(OCCCl)n2)cc1	96	108	93	99	104	97	103	76	98
Cc1cnc(C(=O)NNc2nc3cc(F)ccc3n3c(C(=O)N4CC5CC(C4)N5)ccc23)cn1	40	10	35	13	9.9*	51	40	58	67
Cc1ccc(NC(=O)CSc2nc3ccccc3c(=O)n2CCc2ccccc2)cc1	80	86	85	97	78	96	90	79	92
CCOC(=O)[C@H](Cc1ccccc1)Nc1nc(N)nc(N(C)c2ccccc2)c1C=O	91	93	83	112	99	94	98	97	100
Nc1cc(-c2c[nH]c3ccc(F)cc23)nc2cc(-c3c[nH]c4ccc(F)cc34)nn12	95	118	94	97	32	x	41	90	93
Cc1ccc(C(=O)C2=C(O)C(=O)N(Cc3cccnc3)C2c2ccccc2F)o1 (stereo not drawn)	68	108	108	97	107	98	106	106	99
O=C(Nc1ccc(F)c(Cl)c1)c1cc(-c2ccc(F)cc2F)ccc1O	16	4.6*	2.6*	-23*	0.1*	-47*	-16*	-15*	-15*
CC(CN1CCCCC1)NC(=O)c1scnc1-c1ccccc1 (stereo not drawn)	105	104	96	108	111	101	106	x	99
C=CCC(O)[C@@]1(C)O[C@@H]1CC[C@H](C)C[C@H](CC=C)OC(C)=O (stereo partly drawn)	87	80	85	93	99	96	93	107	93
Nc1nc(N)c2cc(Sc3ccc(Cl)cc3)ccc2n1	23	-46*	28	49	13	34	20	21	36
Cc1cc(-c2cc(C)c(O)c(C)c2)cc(C)c1O	100	115	94	96	102	87	73	63	76
CC(=O)c1c(O)c2ccccc2oc1=O	115	110	97	92	100	97	102	97	101
CCCCCCCN=C(N)N=C(N)N	70	95	96	74	96	67	82	86	91

Screening results (PubChem BioAssay)
